TRPM1 prom inh: reduces MITF-dependent TRPM1 promoter luciferase signal; SK-MEL-5 TRPM1 promoter luciferase, 24 h; inhibition, % at 12.5 µM; 0.83% of 330,000 active; AID 488899;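 active = mean inhibition across replicates of 60% or more, whatever share of single replicates reaches that level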; note: values of inactives mirror those of a sister screen read the other way
TWEAK-Fn14 inh: TWEAK-Fn14 signaling inhibition. TWEAK-stimulated Fn14 reporter cells, luciferase luminescence, 8 h. AID 1159606. inhibition, % at 10 µM. 2% of 360,000 active; in the data active = inhibition above about 50%
aDG glyco act: increases alpha dystroglycan glycosylation. Pro5-aDG cells, alpha-DG glycosylation AlphaScreen (IIH6); 0% Pro5, 100% B10-LARGE cell signal. activation, % at 10 µM. 0.22% of 360,000 active;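 active = activation of at least 8% versus controls, or a plate z-score of at least 8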;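 note: Pro5 are CHO cells carrying HIG-tagged alpha-DG that lacks glycosylation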
Shn3 inh set2: Schnurri-3 reporter inhibition in Clone20 osteoblasts. Clone20 osteoblast Shn3 3'UTR firefly luciferase, 24 h. inhibition, % at 12.5 µM. 0.52% of 360,000 active. AID 588674;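 active = mean inhibition of at least 75% with every replicate also reaching 75%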;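 note: 0% = median of neutral control wells and 100% = pilot-screen positive control compound; some compounds past the cut are filed as inactive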
HIF-2a block: inhibitors of HIF-2a. 786-0 RCC cells HIF-2a reporter, luciferase luminescence, overnight. 0.72% of 360,000 active. inhibition, % at 18.8 µM;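 active = inhibition of the luminescence signal of 40% or more relative to plate controls, in a single-dose primary screen at 18.75 µM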
Peg3 promoter: inhibitors of Peg3 promoter; 1.7% of 360,000 active; HeLa PEG-Prom luciferase reporter, luminescence, overnight; AID 588405; inhibition, % at 20 µM;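 active = inhibition of at least 50% at 20 µM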
hiPSC survival: increases survival of single human iPS cells; survival enhancement, % at 20 µM; AID 602274; hiPSC single-cell survival, ATPlite luminescence; 100% = ROCK inhibitor wells, 0% = DMSO; 0.044% of 360,000 active; in the data active = survival enhancement above about 18%;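 note: cells exposed to compounds for 16 hours before the ATP read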
CF NFkB inh: cystic fibrosis NF-kB activation inhibition; KKLEB NF-kB-GFP reporter, PAF-induced, GFP fluorescence overnight; inhibition, % at 5 µM; 0.86% of 360,000 active;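 active = at least 50% inhibition at 5 µM, scaled per plate between neutral and stimulator controls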;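 note: PAF is a Pseudomonas aeruginosa culture filtrate used as stimulus; plate controls were PAF-stimulated DMSO wells for no effect and unstimulated DMSO wells for full effect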
KKLEB cytotox: CF airway cell cytotoxicity counter-screen | KKLEB CF airway cells viability, ATPlite luminescence, overnight; stronger effect = lower value; cells stimulated with P. aeruginosa culture filtrate | activity change (cytotoxicity), % at 5 µM | 0.36% of 360,000 active;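 active = corrected activity change at or below -50% at 5 µM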
NR2E3 ag-1: NR2E3 (human) agonism | Q9Y5X4 | GST-NR2E3/biotin-RetCOR TR-FRET, 1536-well | inhibition of corepressor binding, % at 4.78 µM | 0.12% of 320,000 active | AID 2300;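 active = percent inhibition above the cutoff of mean plus 3 SD of all tested compounds, set per screening campaign, cut at about 20% in these data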;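 note: 0% = DMSO wells and 100% = biotin wells as full block of FRET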
Target sequence (Q9Y5X4 whole entry, looked up): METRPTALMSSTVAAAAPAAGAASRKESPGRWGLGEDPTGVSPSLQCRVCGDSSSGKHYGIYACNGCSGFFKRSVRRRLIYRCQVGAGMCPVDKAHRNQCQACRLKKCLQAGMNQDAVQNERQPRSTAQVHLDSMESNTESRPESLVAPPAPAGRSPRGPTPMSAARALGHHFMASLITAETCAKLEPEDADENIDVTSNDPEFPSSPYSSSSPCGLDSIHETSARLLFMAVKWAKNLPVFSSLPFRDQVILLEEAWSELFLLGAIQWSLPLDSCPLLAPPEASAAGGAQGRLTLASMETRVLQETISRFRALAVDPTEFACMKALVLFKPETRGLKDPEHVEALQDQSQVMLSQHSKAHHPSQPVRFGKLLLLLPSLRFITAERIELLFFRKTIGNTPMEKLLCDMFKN
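Material – GST-tagged NR2E3 plus biotinylated RetCOR corepressor · Quantity – NR2E3 fusion 1.35 nM · Times – 5 h incubation at 4 °C · Medium – pH 7.5 Tris-based buffer · Technique – TR-FRET, Eu(K)-anti-GST donor, streptavidin-D2 acceptor, ex 340, em 617/671 nm · Benchmarks – high control biotin, low control 0.6% DMSO · Format – 1536-well plates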
NR2E3 ag-2: human photoreceptor-specific nuclear receptor agonism; CHO-S Gal4-NCOR/VP16-NR2E3 two-hybrid, luciferase; inhibition of corepressor binding, % at 3.98 µM; 0.35% of 360,000 active; AID 602229;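 active = inhibition above the mean of all tested compounds plus 3 SD, cut at about 70% in these data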;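 note: 0% = DMSO with NR2E3 transfected cells and 100% = cells lacking NR2E3 construct; higher means lower luciferase signal from less NR2E3 corepressor binding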
Numbers without * were called inactive.

Start of the listing, in advance (2 entries):
`CC(C)N1CCC(=O)NC1=O` gave TRPM1 prom inh -11, TWEAK-Fn14 inh 17, aDG glyco act 0.0, Shn3 inh set2 4, HIF-2a block 10, Peg3 promoter 8, hiPSC survival -2.7, CF NFkB inh -19, KKLEB cytotox -5 and NR2E3 ag-2 7.
Screening O=C(CN1CCN(S(=O)(=O)c2ccccc2)CC1)Nc1ccc(Cl)c(Cl)c1 returned TRPM1 prom inh 3, TWEAK-Fn14 inh -51, aDG glyco act 0.6, Shn3 inh set2 24, HIF-2a block 10, Peg3 promoter -5, hiPSC survival -0.8, CF NFkB inh 7, KKLEB cytotox -6, NR2E3 ag-1 1 and NR2E3 ag-2 0.

The list itself (from the top)
`CC(C)N1CCC(=O)NC1=O` gave TRPM1 prom inh -11, TWEAK-Fn14 inh 17, aDG glyco act 0.0, Shn3 inh set2 4, HIF-2a block 10, Peg3 promoter 8, hiPSC survival -2.7, CF NFkB inh -19, KKLEB cytotox -5 and NR2E3 ag-2 7.
Screening O=C(CN1CCN(S(=O)(=O)c2ccccc2)CC1)Nc1ccc(Cl)c(Cl)c1 returned TRPM1 prom inh 3, TWEAK-Fn14 inh -51, aDG glyco act 0.6, Shn3 inh set2 24, HIF-2a block 10, Peg3 promoter -5, hiPSC survival -0.8, CF NFkB inh 7, KKLEB cytotox -6, NR2E3 ag-1 1 and NR2E3 ag-2 0.
Screening O=C(Nc1nc2ccccc2[nH]1)c1ccc([N+](=O)[O-])cc1 returned TRPM1 prom inh -50, TWEAK-Fn14 inh 35, aDG glyco act 0.4, Shn3 inh set2 -43, HIF-2a block -294, Peg3 promoter -221, hiPSC survival -2.6, CF NFkB inh -8, KKLEB cytotox -29, NR2E3 ag-1 0 and NR2E3 ag-2 -69.
Screening COCc1cc(=O)[nH]c(SCC(=O)c2ccccc2)n1 returned TRPM1 prom inh 18, TWEAK-Fn14 inh 7, aDG glyco act 0.2, Shn3 inh set2 -14, HIF-2a block 7, Peg3 promoter 22, hiPSC survival 0.3, CF NFkB inh 10, KKLEB cytotox 4, NR2E3 ag-1 3 and NR2E3 ag-2 -6.
`O=C(O)C1CCCCC1C(=O)NCc1ccc(Cl)c(Cl)c1` (centres undefined) gave TRPM1 prom inh -18, TWEAK-Fn14 inh -3, aDG glyco act 0.0, Shn3 inh set2 3, HIF-2a block -25, Peg3 promoter 5, hiPSC survival -1.5, CF NFkB inh 8, KKLEB cytotox 0, NR2E3 ag-1 -1 and NR2E3 ag-2 -5.
For COc1ccc(F)cc1-c1cc(C(=O)Nc2ccc(NC(C)=O)cc2)[nH]n1 the results were TWEAK-Fn14 inh 1, aDG glyco act 0.2, Shn3 inh set2 -8, HIF-2a block -59, Peg3 promoter -72, hiPSC survival 5.2, CF NFkB inh 9, KKLEB cytotox 1 and NR2E3 ag-2 -21.
`Cn1c(N2CCCC2)nc2c1c(=O)n(Cc1ccc(Cl)cc1)c(=O)n2C` gave TRPM1 prom inh -23, TWEAK-Fn14 inh -22, aDG glyco act 0.0, Shn3 inh set2 4, HIF-2a block 26, Peg3 promoter 22, hiPSC survival -2.3, CF NFkB inh 12, KKLEB cytotox -23, NR2E3 ag-1 -1 and NR2E3 ag-2 34.
For COc1cccc(CC(=O)OCC(=O)NC2CCCCCC2)c1 the results were TRPM1 prom inh -4, TWEAK-Fn14 inh 7, aDG glyco act 0.2, Shn3 inh set2 -33, HIF-2a block -6, Peg3 promoter 8, hiPSC survival 0.6, CF NFkB inh 4, KKLEB cytotox 2, NR2E3 ag-1 4 and NR2E3 ag-2 -7.
`O=C(OC(C(=O)NCc1ccco1)c1ccc(Cl)cc1)c1cccs1` (centres undefined) gave TRPM1 prom inh -2, TWEAK-Fn14 inh -1, aDG glyco act 0.3, Shn3 inh set2 -2, HIF-2a block 20, Peg3 promoter 8, hiPSC survival -0.4, CF NFkB inh 17, KKLEB cytotox -4, NR2E3 ag-1 2 and NR2E3 ag-2 -6.
`Cn1cccc1C(=O)NC(=O)CSc1cccc[n+]1[O-]` gave TRPM1 prom inh -3, TWEAK-Fn14 inh 7, aDG glyco act -0.1, Shn3 inh set2 1, HIF-2a block 14, Peg3 promoter 4, hiPSC survival -3.0, CF NFkB inh 8, KKLEB cytotox -1, NR2E3 ag-1 -3 and NR2E3 ag-2 6.
COc1ccc(-c2c(C#Cc3ccsc3)c3cc(-c4ccc5c(c4)OCO5)ccc3n2C)cc1 was read as TRPM1 prom inh 11, TWEAK-Fn14 inh 40, aDG glyco act -0.5, Shn3 inh set2 2, HIF-2a block -26, Peg3 promoter -6, hiPSC survival -1.2, CF NFkB inh -64, KKLEB cytotox 5, NR2E3 ag-1 -6 and NR2E3 ag-2 -15.
COc1cc(C)ccc1OCCOc1cc(C)ccc1Cl was read as TRPM1 prom inh -21, TWEAK-Fn14 inh -36, aDG glyco act -0.1, Shn3 inh set2 -9, HIF-2a block -123, Peg3 promoter -83, hiPSC survival -0.3, CF NFkB inh 18, KKLEB cytotox -14, NR2E3 ag-1 -1 and NR2E3 ag-2 -31.
For CC1CCCN(C(=O)c2ccc3nc[nH]c3c2)C1 (centres undefined) the results were TRPM1 prom inh 12, TWEAK-Fn14 inh 7, aDG glyco act -0.4, Shn3 inh set2 -41, HIF-2a block 12, Peg3 promoter -3, hiPSC survival -1.7, CF NFkB inh 2, KKLEB cytotox 7, NR2E3 ag-1 0 and NR2E3 ag-2 -20.
For O=C(COc1coc(CN2CCc3ccccc3C2)cc1=O)N1CCOCC1 the results were TRPM1 prom inh 9, TWEAK-Fn14 inh 7, aDG glyco act 0.0, Shn3 inh set2 -1, HIF-2a block 5, Peg3 promoter 5, hiPSC survival -0.5, CF NFkB inh 28, KKLEB cytotox -14, NR2E3 ag-1 3 and NR2E3 ag-2 -4.
`CCOC(=O)CN1N=C(c2ccc(C)cc2)CCC1=O` gave TRPM1 prom inh -5, TWEAK-Fn14 inh 2, aDG glyco act 0.0, Shn3 inh set2 8, HIF-2a block 11, Peg3 promoter -8, hiPSC survival 0.9, CF NFkB inh -8, KKLEB cytotox -7, NR2E3 ag-1 0 and NR2E3 ag-2 -3.
Screening COc1cc(C(=O)NNC(=O)Cc2cccs2)cc(OC)c1OC returned TRPM1 prom inh -3, TWEAK-Fn14 inh 11, aDG glyco act -0.3, Shn3 inh set2 -28, HIF-2a block 13, Peg3 promoter 12, hiPSC survival 0.1, CF NFkB inh 7, KKLEB cytotox 5 and NR2E3 ag-2 -11.
CC(=O)Oc1cccc(NC(=O)c2ccc3c(c2)C(=O)N(CC(C)C)C3=O)c1 was read as TRPM1 prom inh -1, TWEAK-Fn14 inh -20, aDG glyco act 0.0, Shn3 inh set2 -20, HIF-2a block -91, Peg3 promoter -85, hiPSC survival -0.5, CF NFkB inh 12, KKLEB cytotox 2, NR2E3 ag-1 1 and NR2E3 ag-2 5.
`CCn1nnnc1SCC(=O)Nc1ccc(N(C)C)cc1` gave TRPM1 prom inh -12, TWEAK-Fn14 inh -9, aDG glyco act 0.0, Shn3 inh set2 -29, HIF-2a block -85, Peg3 promoter -66, hiPSC survival 1.2, CF NFkB inh -10, KKLEB cytotox -2, NR2E3 ag-1 -6 and NR2E3 ag-2 -38.
`O=C1CC(c2ccccc2)CC2=C1CN(C1CCCCC1)CN2` (centres undefined) gave TRPM1 prom inh 12, TWEAK-Fn14 inh 1, aDG glyco act 0.4, Shn3 inh set2 2, HIF-2a block -20, Peg3 promoter 3, hiPSC survival 2.7, CF NFkB inh 10, KKLEB cytotox -12, NR2E3 ag-1 1 and NR2E3 ag-2 -25.
CCN(CC)CCN(C(=O)CN1C(=O)CCC1=O)c1nc2cc3c(cc2s1)OCO3 was read as TRPM1 prom inh -3, TWEAK-Fn14 inh -18, aDG glyco act -0.1, Shn3 inh set2 -15, HIF-2a block -10, Peg3 promoter -17, hiPSC survival 1.2, CF NFkB inh -7, KKLEB cytotox -6, NR2E3 ag-1 -2 and NR2E3 ag-2 11.
`COc1ccc(NC(=O)N2C[C@H]3CON(C)[C@H]3C[C@H]2c2ccc(N3CCCCC3)cc2)cc1` gave TWEAK-Fn14 inh 0, aDG glyco act 0.0, Shn3 inh set2 -12, HIF-2a block -40, Peg3 promoter -22, hiPSC survival 1.4, CF NFkB inh -22, KKLEB cytotox -6 and NR2E3 ag-2 4.
For CC(C)Cc1[nH]c(=O)c(C#N)c2c1CCCC2 the results were TRPM1 prom inh -1, TWEAK-Fn14 inh -41, aDG glyco act 0.0, Shn3 inh set2 -25, HIF-2a block 4, Peg3 promoter 10, hiPSC survival 2.3, CF NFkB inh 18, KKLEB cytotox 0, NR2E3 ag-1 0 and NR2E3 ag-2 -21.
`Cc1nn(C)c(Cl)c1CN1CCCC(C(=O)Nc2ccc(-c3cscn3)cc2)C1` (centres undefined) gave TRPM1 prom inh -2, TWEAK-Fn14 inh -15, aDG glyco act -0.1, Shn3 inh set2 10, HIF-2a block 0, Peg3 promoter 16, hiPSC survival -0.1, CF NFkB inh -1, KKLEB cytotox 4, NR2E3 ag-1 0 and NR2E3 ag-2 -25.
COc1cccc(NC(=O)CN(C)C(=O)CCCc2nc3ccccc3c(=O)[nH]2)c1 was read as TRPM1 prom inh 6, TWEAK-Fn14 inh 2, aDG glyco act 0.2, Shn3 inh set2 10, HIF-2a block 1, Peg3 promoter 16, hiPSC survival -1.1, CF NFkB inh -8, KKLEB cytotox -2, NR2E3 ag-1 -3 and NR2E3 ag-2 -25.
`O=C(NCc1ccco1)c1ccc2c(c1)N(Cc1ccccc1)CCS2` gave TRPM1 prom inh -2, TWEAK-Fn14 inh 18, aDG glyco act 0.1, Shn3 inh set2 -2, HIF-2a block 1, Peg3 promoter 6, hiPSC survival 2.5, CF NFkB inh -3, KKLEB cytotox 7, NR2E3 ag-1 3 and NR2E3 ag-2 28.
`COCC1CCN(C(=O)c2ccc3nc(Cc4cccc(Cl)c4)oc3c2)CC1` gave TWEAK-Fn14 inh -16, aDG glyco act 0.0, Shn3 inh set2 -13, HIF-2a block -44, Peg3 promoter -6, hiPSC survival -1.8, CF NFkB inh -16, KKLEB cytotox 20 and NR2E3 ag-2 -26.
COc1ccc(NC(=O)c2sc3nc(N4CCOCC4)c4c(c3c2N)CC(C(C)C)OC4)c(OC)c1 (centres undefined) was read as TRPM1 prom inh -13, TWEAK-Fn14 inh -11, aDG glyco act -0.3, Shn3 inh set2 -11, HIF-2a block 2, Peg3 promoter -4, hiPSC survival -0.5, CF NFkB inh 16, KKLEB cytotox 20, NR2E3 ag-1 3 and NR2E3 ag-2 -15.
For O=C(CN1CCCC1)NC1C2CC3CC(C2)CC1C3 (centres undefined) the results were TRPM1 prom inh 3, TWEAK-Fn14 inh -5, aDG glyco act 0.4, Shn3 inh set2 6, HIF-2a block 8, Peg3 promoter 18, hiPSC survival -0.2, CF NFkB inh 4, KKLEB cytotox 6, NR2E3 ag-1 0 and NR2E3 ag-2 22.

Bioassay records from PubChem BioAssay.
